Screens as filed in PubChem BioAssay.
IDH1 R132H inh: inhibitors of IDH1 R132H reductase, primary screen, biochemical, plate reader, single point | Isocitrate dehydrogenase [NADP] cytoplasmic (Homo sapiens), O75874 | inhibition, % at 10 µM | 70,000 compounds, 0.18% hits | diaphorase/resazurin fluorescence, 60 min; in the data active means inhibition above about 34%; inconclusive means no clear call, values can overlap the other calls; inactive means below about 11%;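 further: 0% = DMSO and 100% = no enzyme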
Target sequence (O75874 whole entry R132H): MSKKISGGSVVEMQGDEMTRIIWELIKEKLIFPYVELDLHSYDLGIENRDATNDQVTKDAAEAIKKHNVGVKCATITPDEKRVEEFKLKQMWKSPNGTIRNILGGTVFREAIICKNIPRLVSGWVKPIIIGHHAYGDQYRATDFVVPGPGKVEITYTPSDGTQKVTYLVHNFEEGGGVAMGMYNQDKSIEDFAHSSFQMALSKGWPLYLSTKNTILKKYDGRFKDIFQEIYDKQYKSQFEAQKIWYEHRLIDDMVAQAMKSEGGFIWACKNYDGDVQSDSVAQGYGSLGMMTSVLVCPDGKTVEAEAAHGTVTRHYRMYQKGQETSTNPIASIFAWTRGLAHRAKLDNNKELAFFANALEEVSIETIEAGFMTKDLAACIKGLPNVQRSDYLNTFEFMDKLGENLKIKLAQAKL
EZH2 inh: EZH2/PRC2 methyltransferase inhibitors, primary screen, biochemical, DELFIA time-resolved fluorescence, single point; 57,000 compounds, 0.35% hits; Histone-lysine N-methyltransferase EZH2 (Homo sapiens), Q15910; PRC2 H3K27 methylation, DELFIA TRF, 1 h; inhibition, % at 12.5 µM;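 active means mean inhibition of replicates at least 50% and every single replicate also reaching 50%; inconclusive means mean inhibition at least 50% but some replicate falls below 50%; inactive means mean inhibition under 50%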;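 further: dimethyl H3K27 on biotinylated H3 21-44 peptide detected by antibody; plate controls were median neutral control wells for no effect and median positive control wells for full effect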
Active calls of the source: *. Only part of the results is shown, so the mix of outcomes need not match the whole.

For C[C@H](CO)N1C[C@H](C)[C@H](CN(C)CC2CC2)OCCCC[C@H](C)Oc2ccc(NC(=O)C3CCCCC3)cc2C1=O the results were IDH1 R132H inh 0.0.
`COc1cc(Cl)c(C)cc1NC(=O)CC1Sc2ccccc2NC1=O` (stereo not given) gave IDH1 R132H inh 0.1 and EZH2 inh 14.4.
`CCCNC(=O)N1C[C@@H](C)[C@@H](OC)CN(C)C(=O)c2cc(NS(=O)(=O)CC)ccc2OC[C@@H]1C` gave IDH1 R132H inh 0.2 and EZH2 inh -10.3.
Screening O=C(N[C@H]1CC[C@@H](CC(=O)N2CCN(c3ccccc3)CC2)O[C@H]1CO)c1ccccc1 returned IDH1 R132H inh 2.7 and EZH2 inh -5.9.
For C[C@@H]1CN([C@@H](C)CO)C(=O)c2cc(C#CC3(O)CCCC3)cnc2O[C@@H]1CN(C)C(=O)C1CCOCC1 the results were IDH1 R132H inh -1.7 and EZH2 inh 5.4.
`O=C(C[C@@H]1C[C@@H]2c3cc(NC(=O)c4ccc5c(c4)OCO5)ccc3O[C@@H]2[C@@H](CO)O1)NCC1CC1` gave IDH1 R132H inh -0.1 and EZH2 inh -3.2.
For CCOC(=O)N(C)C[C@@H]1OCc2ccccc2-c2c(n(C)c3ccccc23)C(=O)N([C@@H](C)CO)C[C@H]1C the results were EZH2 inh -19.9.
Screening C[C@H](CO)N1C[C@H](C)[C@@H](CN(C)Cc2ccccn2)Oc2cc(-c3ccccc3)ccc2S1(=O)=O returned EZH2 inh 5.5.
Screening CO[C@@H]1CN(C)C(=O)c2cc(NS(C)(=O)=O)ccc2OC[C@@H](C)N(C(=O)CN(C)C)C[C@@H]1C returned IDH1 R132H inh 0.3 and EZH2 inh 3.8.
`COc1cccc(NC(=O)CN(C)S(=O)(=O)c2ccc(OC)c(C)c2)c1` gave IDH1 R132H inh -0.5 and EZH2 inh -9.8.
Screening COCC#Cc1cnc2c(c1)C(=O)N([C@H](C)CO)C[C@@H](C)[C@H](CN(C)S(=O)(=O)c1cn(C)cn1)O2 returned IDH1 R132H inh 0.3 and EZH2 inh 8.8.
C[C@@H]1CN([C@H](C)CO)C(=O)Cc2cc(NC(=O)Cc3cn(C)c4ccccc34)ccc2O[C@H]1CN(C)Cc1ccc2c(c1)OCO2 was read as IDH1 R132H inh -10.9.

The final two compounds of the part before lead into the next.
Screening COCC#Cc1cnc2c(c1)C(=O)N([C@H](C)CO)C[C@@H](C)[C@H](CN(C)S(=O)(=O)c1cn(C)cn1)O2 returned IDH1 R132H inh 0.3 and EZH2 inh 8.8.
C[C@@H]1CN([C@H](C)CO)C(=O)Cc2cc(NC(=O)Cc3cn(C)c4ccccc34)ccc2O[C@H]1CN(C)Cc1ccc2c(c1)OCO2 was read as IDH1 R132H inh -10.9.
For CNC[C@H]1Oc2c(NS(=O)(=O)c3cn(C)cn3)cccc2C(=O)N([C@H](C)CO)C[C@H]1C the results were IDH1 R132H inh 0.6 and EZH2 inh -2.1.
O=C(CCCN1C(=O)c2ccccc2C1=O)Nc1ccc(Cl)c(Cl)c1 was read as IDH1 R132H inh 0.0 and EZH2 inh -19.5.
`O=C(C[C@@H]1C=C[C@@H](NC(=O)Nc2ccc(C(F)(F)F)cc2)[C@@H](CO)O1)NCCN1CCCC1` gave IDH1 R132H inh -0.1 and EZH2 inh 2.8.
`CNC(=O)CN(c1ccc2c(c1)OCCO2)S(C)(=O)=O` gave IDH1 R132H inh 0.6 and EZH2 inh 4.8.
Screening CO[C@@H]1CN(C)C(=O)c2cc(NC(=O)Nc3ccccc3F)ccc2OC[C@H](C)N(CCC(F)(F)F)C[C@H]1C returned IDH1 R132H inh 0.1 and EZH2 inh -15.4.
For C[C@H]1CN([C@@H](C)CO)C(=O)c2cc(NC(=O)C3CCCCC3)ccc2O[C@@H]1CN(C)C(=O)Nc1ccccc1 the results were IDH1 R132H inh 0.5 and EZH2 inh -4.4.
`COc1ccc(S(=O)(=O)Nc2ccc3c(c2)C(=O)N([C@@H](C)CO)C[C@H](C)[C@H](CN(C)C(=O)Nc2ccc(C(F)(F)F)cc2)OCCCC[C@H](C)O3)cc1` gave IDH1 R132H inh 5.3.
Screening O=C(Cc1cccnc1)N[C@@H]1CC[C@H](CCn2cc(Cc3ccccc3)nn2)O[C@H]1CO returned IDH1 R132H inh -0.1 and EZH2 inh -1.0.
CCCC#Cc1cnc2c(c1)C(=O)N([C@@H](C)CO)C[C@@H](C)[C@H](CN(C)Cc1ccccc1F)O2 was read as IDH1 R132H inh -0.8 and EZH2 inh 6.5.
`O=C(C[C@H]1CC[C@@H](NC(=O)CC2CC2)[C@@H](CO)O1)NCc1ccc(-c2ccccc2)cc1` gave IDH1 R132H inh 0.0 and EZH2 inh -11.5.
Screening COCC1=C2[C@@H](c3ccccc3)OB(O)C[C@@H]2n2c(=O)n(-c3ccccc3)c(=O)n2C1 returned EZH2 inh 0.7.
For CC(=O)N(C)C[C@H]1Oc2cc(-c3ccccc3)ccc2S(=O)(=O)N([C@H](C)CO)C[C@H]1C the results were IDH1 R132H inh 6.1 and EZH2 inh -1.9.
C/C=C/c1ccc2c(c1)O[C@H](CN(C)C(=O)Nc1ccccc1)[C@H](C)CN([C@H](C)CO)S2(=O)=O was read as IDH1 R132H inh -9.2 and EZH2 inh -14.5.
For C[C@H]1CCCCO[C@@H](CN(C)C(=O)C2CCCCC2)[C@@H](C)CN([C@@H](C)CO)C(=O)c2cc(NC(=O)CCC(F)(F)F)ccc2O1 the results were IDH1 R132H inh -0.9.
For C[C@H](CO)N1C[C@H](C)[C@H](CN(C)Cc2ccc(C(=O)Nc3ccccc3N)cc2)Oc2ccc(NC(=O)Nc3cccc4ccccc34)cc2CC1=O the results were IDH1 R132H inh 0.2.
For COc1cccc(-c2cnc3c(c2)C(=O)N([C@H](C)CO)C[C@@H](C)[C@H](CN(C)Cc2ccncc2)O3)c1 the results were IDH1 R132H inh -1.5.
Screening COC(=O)c1ccccc1NC(=O)CN(C)S(=O)(=O)c1c(C)cc(C)cc1C returned IDH1 R132H inh 0.2 and EZH2 inh 11.8.
`Cc1ccccc1S(=O)(=O)NCC[C@@H]1CC[C@H](NC(=O)C2CCOCC2)[C@@H](CO)O1` gave IDH1 R132H inh 0.0 and EZH2 inh -8.8.
`Cc1ccc(S(=O)(=O)Nc2ccc3c(c2)CC(=O)N([C@@H](C)CO)C[C@@H](C)[C@H](CN(C)Cc2ccc4c(c2)OCO4)O3)cc1` gave IDH1 R132H inh 0.1 and EZH2 inh -11.2.
Screening O=C(C[C@H]1CC[C@@H](NC(=O)c2cccc(F)c2)[C@H](CO)O1)Nc1nccs1 returned IDH1 R132H inh -0.1 and EZH2 inh -1.2.
Screening C/C=C/c1ccc2c(c1)O[C@H](CN(C)Cc1ccc(C(=O)O)cc1)[C@@H](C)CN([C@@H](C)CO)S2(=O)=O returned IDH1 R132H inh 1.7 and EZH2 inh -5.6.
`CO[C@H]1CN(C)C(=O)c2cc(NC(=O)C3CCOCC3)ccc2OC[C@H](C)N(CC2CC2)C[C@@H]1C` gave IDH1 R132H inh 0.3 and EZH2 inh 3.7.
CO[C@H]1CN(C)C(=O)c2ccc(NC(=O)NC(C)C)cc2OC[C@@H](C)N(Cc2ccccn2)C[C@H]1C was read as IDH1 R132H inh -0.1 and EZH2 inh -5.3.
`C[C@H]1CN([C@@H](C)CO)C(=O)c2cc(C#Cc3ccc(F)cc3)cnc2O[C@@H]1CN(C)C(=O)Nc1ccc(F)cc1` gave IDH1 R132H inh 0.2 and EZH2 inh -24.1.
COc1ccc(NC(=O)Nc2ccc3c(c2)[C@H]2C[C@H](CC(=O)N(C)C)O[C@H](CO)[C@H]2O3)cc1 was read as IDH1 R132H inh -1.3 and EZH2 inh 12.2.
For CC1=CC(=O)CC(C)(C)[C@@]1(O)/C=C/C(C)O[C@@H]1O[C@H](CO)[C@@H](O)[C@H](O)[C@H]1O (stereo not given in full) the results were IDH1 R132H inh -0.4 and EZH2 inh 11.6.
COCC(=O)Nc1ccc2c(c1)C(=O)N(C)C[C@H](OC)[C@H](C)CN(Cc1ccccc1F)[C@H](C)CO2 was read as IDH1 R132H inh 0.0 and EZH2 inh -3.0.
For CCC(=O)Nc1ccc2c(c1)C(=O)N(C)C[C@H](OC)[C@H](C)CN(CC1CCCCC1)[C@@H](C)CO2 the results were IDH1 R132H inh 0.2 and EZH2 inh 2.2.
`O=C(Nc1ccc2c(c1)OCO2)N[C@@H]1CC[C@@H](CC(=O)N2CCN(c3ccccc3)CC2)O[C@@H]1CO` gave IDH1 R132H inh 0.1 and EZH2 inh 0.8.
For CC(C)CC#Cc1ccc2c(c1)O[C@H](CN(C)C(=O)NC1CCCC1)[C@@H](C)CN([C@@H](C)CO)S2(=O)=O the results were IDH1 R132H inh -0.4 and EZH2 inh -2.9.
Screening O=C(NO)c1cccc(C(=O)N/N=C/c2ccc(O)c(O)c2O)c1 returned IDH1 R132H inh -1.1 and EZH2 inh 95.0*.
Cc1ccc(S(=O)(=O)N2CCN(c3nc4ccccc4nc3-n3nc(C)cc3C)CC2)cc1 was read as IDH1 R132H inh -0.2.
For COC(=O)c1ccccc1NC(=O)CSc1nnnn1C the results were IDH1 R132H inh -0.3 and EZH2 inh -13.4.
`CN(C)C(=O)c1cccc(-c2cccc(-c3nc(C(=O)N4CCOCC4)cc4c3[C@@H](CCO)N([S@](=O)C(C)(C)C)C4)c2)c1` gave IDH1 R132H inh 0.4 and EZH2 inh -14.3.
`COc1ccc(NC(=O)N(C)C[C@@H]2OCCCC[C@H](C)Oc3ccc(NC(=O)Nc4c(C)noc4C)cc3C(=O)N([C@@H](C)CO)C[C@H]2C)cc1` gave IDH1 R132H inh 6.5.
For O=C1NCCCC1C(=O)N1CCCCC1 (stereo not given) the results were IDH1 R132H inh 1.2 and EZH2 inh 2.9.
`C=C[C@H](COC(C)=O)N(C(=O)OC(C)(C)C)S(=O)(=O)c1ccc(Br)cc1` gave EZH2 inh 8.5.
For O=C1Cn2nnc(C(=O)c3ccccc3)c2C2(CCCCC2)O1 the results were IDH1 R132H inh -1.0 and EZH2 inh inconclusive.
Screening Cc1ccccc1-c1cnc2c(c1)C(=O)N([C@H](C)CO)C[C@H](C)[C@H](CN(C)Cc1cncnc1)O2 returned IDH1 R132H inh -4.0 and EZH2 inh 10.4.
`CCCCCCC(=O)OC1CC(C)(C)NC(C)(C)C1` gave IDH1 R132H inh -0.1 and EZH2 inh -26.8.
For CS(=O)(=O)N(CC(=O)Nc1ccc2ccccc2c1)c1ccc(Cl)cc1Cl the results were IDH1 R132H inh 0.3 and EZH2 inh 6.3.
`Cc1ccccc1-c1cc(C(=O)NCCCn2cc(Br)cn2)c2ccccc2n1` gave IDH1 R132H inh -0.1 and EZH2 inh 4.0.
CN1CCN(C(=O)C[C@@H]2C[C@@H]3c4cc(NC(=O)c5ccc6c(c5)OCO6)ccc4O[C@@H]3[C@H](CO)O2)CC1 was read as IDH1 R132H inh -0.7 and EZH2 inh -2.8.
Screening C[C@@H]1CN([C@H](C)CO)C(=O)c2cc(C#CC(C)(C)O)cnc2O[C@H]1CN(C)C(=O)CC1CC1 returned IDH1 R132H inh -1.7 and EZH2 inh 6.9.
Screening Cc1noc(C)c1NC(=O)N(C)C[C@H]1Oc2ccc(NS(C)(=O)=O)cc2CC(=O)N([C@H](C)CO)C[C@@H]1C returned IDH1 R132H inh 0.9.
`C[C@H](CO)N1C[C@H](C)[C@H](CN(C)S(=O)(=O)c2cccs2)Oc2ccc(N(C)C)cc2CC1=O` gave IDH1 R132H inh -27.5 and EZH2 inh -5.6.
Screening C[C@H]1CN([C@@H](C)CO)C(=O)c2cccc(NC(=O)c3ccncc3)c2O[C@@H]1CN(C)S(=O)(=O)c1cccs1 returned IDH1 R132H inh 0.5.
`C[C@H]1CN([C@@H](C)CO)C(=O)c2cccc(NC(=O)CCCCCC(=O)Nc3ccccc3N)c2O[C@@H]1CN(C)Cc1ccc(-c2ccccc2)cc1` gave IDH1 R132H inh 3.2 and EZH2 inh -23.6.

Four compounds already listed, sorted by SMILES length, high to low.
C[C@@H]1CN([C@H](C)CO)C(=O)Cc2cc(NC(=O)Cc3cn(C)c4ccccc34)ccc2O[C@H]1CN(C)Cc1ccc2c(c1)OCO2 was read as IDH1 R132H inh -10.9.
For C[C@H](CO)N1C[C@H](C)[C@H](CN(C)CC2CC2)OCCCC[C@H](C)Oc2ccc(NC(=O)C3CCCCC3)cc2C1=O the results were IDH1 R132H inh 0.0.
Screening O=C(C[C@H]1CC[C@@H](NC(=O)c2cccc(F)c2)[C@H](CO)O1)Nc1nccs1 returned IDH1 R132H inh -0.1 and EZH2 inh -1.2.
`CCCCCCC(=O)OC1CC(C)(C)NC(C)(C)C1` gave IDH1 R132H inh -0.1 and EZH2 inh -26.8.

The results go on.
C[C@@H]1CN([C@H](C)CO)C(=O)Cc2cc(NS(=O)(=O)c3cn(C)cn3)ccc2O[C@H]1CN(C)Cc1ccc2c(c1)OCO2 was read as IDH1 R132H inh 1.0.
For CC(C)NC(=O)Nc1ccc2c(c1)C(=O)N([C@H](C)CO)C[C@H](C)[C@@H](CN(C)C(=O)NC(C)C)OCCCC[C@H](C)O2 the results were EZH2 inh 0.9.
For Nc1cc(=O)[nH]c(SCC(=O)Nc2ccc(F)cc2)n1 the results were IDH1 R132H inh 0.0 and EZH2 inh 0.5.
C[C@H](CO)N1C[C@H](C)[C@H](CN(C)Cc2ccc(C(F)(F)F)cc2)OCCCC[C@H](C)Oc2ccc(NC(=O)Nc3ccc(C(F)(F)F)cc3)cc2C1=O was read as IDH1 R132H inh -0.4.
Cc1ccc(S(=O)(=O)Nc2cccc3c2O[C@@H](CN(C)S(=O)(=O)c2ccccc2)[C@H](C)CN([C@H](C)CO)C3=O)cc1 was read as IDH1 R132H inh 3.4.
